Screening results (PubChem)
HCV NS3 hel inh = inhibitors of Hepatitis C virus NS3 helicase | NS3 helicase DNA unwinding, Cy5 molecular beacon fluorescence | inhibition, % at 10.9 µM | hit rate 0.56% among 290,000 | AID 1800;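 active = inhibition above the mean of all tested compounds plus 3 SD, set per campaign, cut at about 35% in these data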;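 note: 0% = DMSO wells and 100% = thioflavine S control wells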
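Test system: hepatitis C virus NS3 helicase domain fragment enzyme. Also added: annealed dual-labelled DNA beacon duplex, ATP-started. Timing: 60 min unwinding reaction at 25 °C after ATP addition. Technique: Cy5 fluorescence. Measure: % inhibition of unwinding.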
GalR3 antag = antagonists of human GalR3; O60755; HEK293 GalR3-CNG cAMP membrane potential fluorescence; galR3 body fused to GalR1 C-terminus; inhibition, % at 3 µM; hit rate 0.44% among 360,000; AID 651719;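 active = inhibition above the screen-wide average plus 3 SD, cut at about 13% in these data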;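 note: forskolin and galanin both at EC90 stimulate the cells; cAMP rise reported by CNG channel membrane potential dye signal; 0% = forskolin plus galanin with DMSO and 100% = forskolin alone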
Target sequence (O60755 1-299 limits assumed): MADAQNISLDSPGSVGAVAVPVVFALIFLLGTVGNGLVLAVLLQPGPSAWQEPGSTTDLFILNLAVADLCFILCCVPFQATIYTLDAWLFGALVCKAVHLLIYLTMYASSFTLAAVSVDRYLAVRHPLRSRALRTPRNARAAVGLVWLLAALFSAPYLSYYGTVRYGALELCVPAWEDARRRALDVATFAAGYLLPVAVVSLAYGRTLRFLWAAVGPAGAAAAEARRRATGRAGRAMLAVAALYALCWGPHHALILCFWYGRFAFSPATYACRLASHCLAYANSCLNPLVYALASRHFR
DNA FID counter = counter-screen for HCV NS3 helicase inhibitors: DNA intercalator displacement. inhibition, % at 7.9 µM. DNA fluorescent intercalator displacement, fluorescence. AID 1845. hit rate 0.17% among 290,000; in the data active = inhibition above about 37%;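 note: 0% = vehicle and 100% = reference compound; higher means more ethidium bromide displaced from hairpin DNA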
CRFBP-R2 block = CRF-BP/CRF-R2 complex antagonism. inhibition, % at 11.8 µM. hit rate 0.59% among 350,000. HEK293 CRF-R2/CRF-BP, CRF-induced calcium fluorescence;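 active = inhibition of the ligand-induced calcium signal above about 50% at the single tested concentration, limit read from the data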
CRFBP-R2 agonist = agonists of human CRF-binding protein/CRF-R2 receptor complex. HEK293 CRF-R2/CRF-BP, calcium dye fluorescence (FLIPR); percent of saturating CRF peptide response. activation, % at 13.2 µM. hit rate 0.46% among 350,000;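 active = activation of at least 50%, plus an integration ratio under a set limit after plate pattern correction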;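 note: plate controls were neutral control wells without compound for no effect and CRF at EC100 for full effect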
SUMO HTRF inh = blocks human SUMOylation mediated by UBC9 | P63279 | HTRF SUMOylation assay, SAE1/SAE2 + UBC9, in vitro | inhibition, % at 35 µM | hit rate 0.36% among 290,000; in the data active = inhibition above about 50%, passing the limit was not always enough; note: strong numbers were not always called active
Target sequence (P63279 whole entry, looked up): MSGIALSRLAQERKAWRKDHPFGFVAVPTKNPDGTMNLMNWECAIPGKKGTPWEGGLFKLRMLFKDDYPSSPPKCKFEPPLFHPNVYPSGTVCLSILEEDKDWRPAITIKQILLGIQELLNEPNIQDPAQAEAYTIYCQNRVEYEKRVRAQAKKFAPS
MEKK2 WT-MEK5 = raises or lowers MEK5 binding to wildtype human MEKK2 PB1 domain; Q9Y2U5; hit rate 1.1% among 290,000; bead flow cytometry, Alexa488-MEK5 binding to MEKK2 WT; actives lie on both sides; AID 1531; binding response (% of control), % at 10 µM; in the data active = binding response below about 67% or above about 130%
MEKK2 mut-MEK5 = signal of MEK5 binding to mutant human MEKK2 PB1 domain; percent response, % at 10 µM; hit rate 0.35% among 290,000; bead flow cytometry, Alexa488-MEK5 binding to MEKK2 mutant; AID 1530; in the data active = percent response above about 24%, passing the limit was not always enough; note: inactives centre near 1; some results filed as inactive read as strong as hits; reference of the scale not given here
MEKK3 PB1 HTS = MEKK3-MEK5 PB1 interaction, increase or decrease. binding response (% of control), % at 10 µM. Q99759. bead-based flow cytometry, Alexa488-MEK5 binding to MEKK3; actives lie on both sides; 0 = blocked by unlabeled MEK5, 100 = vehicle. hit rate 1.4% among 290,000;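 active = binding response more than 3 SD above or below the average of its plate-row segment, actives on both sides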;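 note: Alexa488 bead fluorescence after subtracting the streptavidin-only scavenger bead signal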
* = called active by the depositor; nt = not tested or not shown.

Order of values – HCV NS3 hel inh, GalR3 antag, DNA FID counter, CRFBP-R2 block, CRFBP-R2 agonist, SUMO HTRF inh, MEKK2 WT-MEK5, MEKK2 mut-MEK5, MEKK3 PB1 HTS
#1 CCOC(=O)C1=C(C)NC(=O)NC1c1ccco1 (centres undefined)
→ 2.0, -5.2, 1.5, 5.8, -1.3, 13.1, 105.0, 6.0, 100.0
#2 CCn1c(Cc2ccccc2)nnc1SCC(=O)NC(C)(C)C
→ 0.6, nt, -9.6, -4.6, 1.6, 11.1, 100.0, 5.0, 100.0
#3 N#Cc1ccsc1NC(=O)COC(=O)c1ccc(NC(N)=O)cc1
→ 10.4, 5.1, 0.8, -10.6, -0.3, 13.3, 95.0, -1.0, 94.0
#4 O=C1c2ccccc2C(=O)C12OC2c1ccc(Cl)cc1 (centres undefined)
→ 5.8, nt, 0.8, nt, nt, nt, 101.0, -2.0, 105.0
#5 CN(C)N1C(=O)CC(NNC(=O)c2ccncc2)C1=O (centres undefined)
→ -6.0, -3.1, 2.7, -11.0, -0.6, 16.4, 106.0, 0.0, 89.0
#6 COc1ccccc1CNc1nc(=S)[nH]c2cc(OC)c(OC)cc12
→ 8.0, -7.9, 2.2, 8.6, -1.6, -10.1, 104.0, 3.0, 102.0
#7 O=C(Nc1ccc2c(c1)OCO2)C1CCN(Cc2cnn(-c3ccccc3)c2-n2cccc2)CC1
→ -13.7, 3.1, 14.5, 18.7, -1.0, 23.6, 100.0, 2.0, 100.0
#8 N#CCCN1CCN(S(=O)(=O)c2ccc(S(=O)(=O)NC3CC3)cc2)CC1
→ 6.3, 0.0, -3.2, 2.9, -0.5, 5.1, 98.0, 0.0, 97.0
#9 C/C(Cc1ccccc1)=N\NC(=O)c1cc(C(C)(C)C)[nH]n1
→ 3.4, -7.3, -3.3, -4.2, 0.5, 7.3, 97.0, -5.0, 101.0
#10 Cc1cc(/C=N/NC(=O)c2ccncc2)c(C)n1-c1ccccc1
→ 12.6, -3.0, -8.2, 0.1, -2.5, 11.7, 106.0, 1.0, 111.0
#11 Cc1c(OCC(=O)NC(Cc2c[nH]c3ccc(O)cc23)C(=O)O)ccc2c3c(c(=O)oc12)CCC3 (centres undefined)
→ -2.0, -6.9, -33.6, 13.6, -0.8, 10.6, 101.0, 2.0, 95.0
#12 CCOc1cc(Br)cc(C(c2c(C(=O)O)[nH]c3ccccc23)c2c(C(=O)O)[nH]c3ccccc23)c1O
→ 21.6, -2.9, -5.2, 19.9, 1.0, 20.4, 94.0, 1.0, 99.0
#13 O=C(CCCn1c(SCC(=O)Nc2ccccc2Cl)nc2ccccc2c1=O)NCC1CCCO1 (centres undefined)
→ -6.6, -5.4, -56.3, 7.8, -1.9, -4.7, 99.0, -1.0, 102.0
#14 O=C(NCCCNC(=O)c1ccccc1Cl)c1cnccn1
→ 7.3, -8.9, -5.1, -0.5, -0.5, -1.2, 99.0, -1.0, 99.0
#15 Cc1sc2nc3n(c(=O)c2c1C)CCCS3
→ -2.9, -3.2, -2.3, -22.4, -0.6, 6.9, 97.0, 2.0, 101.0
#16 COc1cc(/C=C2\SC(=Nc3c(C)n(C)n(-c4ccccc4)c3=O)NC2=O)ccc1O
→ 0.2, 30.8*, -1.6, -9.2, 2.6, 11.5, 99.0, -2.0, 98.0
#17 CCc1nnc(NC(=O)c2c(O)c3c([nH]c2=O)CCCC3)s1
→ -0.7, -2.8, -1.1, 15.8, -0.2, 3.2, 106.0, 1.0, 105.0
#18 Cc1ccc(N(C(=O)Cn2nnc3ccccc32)C(C(=O)NCc2ccccc2)c2ccccn2)cc1 (centres undefined)
→ -8.3, -0.4, -34.1, -5.7, -2.9, -6.8, 107.0, 1.0, 128.0*
#19 Cc1ccccc1NC(=O)CSc1nc2ccccc2o1
→ -14.5, -5.3, 2.6, 20.6, 1.4, 0.3, 94.0, -8.0, 91.0
#20 CC(=O)NC(CCS(C)(=O)=O)C(=O)Nc1ccccc1 (centres undefined)
→ -5.2, nt, 1.1, -5.9, 3.5, -4.7, 108.0, 4.0, 103.0
#21 N/C(=N\O)c1ccncc1
→ 0.4, -0.8, -1.4, -3.7, 0.2, 14.0, 103.0, 6.0, 102.0
#22 COc1ccc2cc3cc(C(=O)Nc4ccc5c(c4)OCO5)oc3nc2c1
→ 13.2, 1.3, 1.6, 2.2, -0.1, 41.4, 109.0, 8.0, 103.0
#23 CCS(=O)(=O)N1CCC(C(=O)NC2CCCCC2)CC1
→ 0.1, -2.7, -3.4, -5.3, -2.9, -1.7, 102.0, 3.0, 99.0
#24 CCn1nc(C(C)C(=O)O)c2ccccc2c1=O (centres undefined)
→ -17.7, -0.9, 1.4, -3.1, -0.2, 16.1, 104.0, -1.0, 118.0
#25 COc1ccc(NC(C#N)c2ccc(OC)cc2)cc1 (centres undefined)
→ -6.6, -3.8, -0.5, -23.3, 0.5, 15.7, 95.0, -4.0, 98.0
#26 CCCn1nc(NC(=O)c2cccs2)c2cc3cc(C)ccc3nc21
→ -17.3, -4.8, -12.4, -1.7, 0.8, 2.7, 95.0, 5.0, 101.0
#27 Cc1ccc(C(=O)Nc2ccc(OCc3ccccc3)cc2)s1
→ -15.3, -8.9, -4.5, -9.0, 0.8, 5.9, 92.0, -4.0, 102.0
#28 CN(CCC#N)CC(=O)Nc1ccc(S(N)(=O)=O)cc1
→ 4.6, -5.0, -2.5, 3.9, 3.1, 38.5, 103.0, -1.0, 101.0
#29 CCOC(=O)C(CC)Sc1nc2c(cnn2-c2ccccc2)c(=O)[nH]1 (centres undefined)
→ 1.4, nt, -12.7, 42.1, -9.8, 17.1, 95.0, 1.0, 93.0
#30 CC(C)Cn1c(N)c(C(=O)COC(=O)/C=C/c2cccs2)c(=O)n(C)c1=O
→ -4.7, 1.0, -23.7, 24.8, 1.2, 14.8, 97.0, -1.0, 102.0
#31 Cc1nc2ncc(Br)cc2[nH]1
→ 3.1, -2.8, -1.2, 15.9, 0.8, 2.5, 105.0, 1.0, 101.0
#32 O=C(CN1C(=O)NC2(CCCc3ccccc32)C1=O)NCc1ccc(Cl)cc1Cl (centres undefined)
→ -12.5, 0.4, -16.7, -15.0, -0.7, 10.7, 106.0, 5.0, 101.0
#33 CCOc1ccc(CN2CCNC(=O)C2CC(=O)NCCc2cnccn2)cc1 (centres undefined)
→ 1.2, 1.4, -8.2, -4.5, 1.8, 23.3, 99.0, 1.0, 101.0
#34 O=C(N/N=C\c1coc2ccccc2c1=O)c1ccco1
→ 9.8, -3.3, 2.6, 6.6, 0.0, 5.9, 98.0, -2.0, 92.0
#35 Cn1c(SCC(=O)Nc2sccc2C(N)=O)nnc1-c1ccncc1
→ -3.7, -5.7, -2.1, 15.8, -1.2, 23.2, 78.0, -11.0, 78.0
#36 S=C(NCCc1ccccn1)Nc1cc(Cl)cc(Cl)c1
→ -7.5, -6.4, -8.4, 17.6, -0.1, -4.1, 100.0, 5.0, 101.0
#37 CC(C)OP(=O)(c1ccc(N(C)C)cc1)C(Nc1ccccc1)c1cccnc1 (centres undefined)
→ 1.0, -3.0, -33.4, -10.8, -0.6, 19.2, 103.0, 0.0, 110.0
#38 COCc1cc(C)nc(OCC(=O)N/N=C/c2ccc(O)cc2)c1C#N
→ 14.8, 2.7, -8.1, -2.3, 0.7, 8.4, 96.0, 0.0, 98.0
#39 CC(SCc1ccccc1)C(=O)NN=C1CCN(C)CC1 (centres undefined)
→ 0.7, -4.3, -5.1, -4.9, 4.1, -3.8, 100.0, 3.0, 101.0
#40 CC(=O)N1CCN(Cc2nc3cc(NS(C)(=O)=O)ccc3n2C)CC1
→ 8.9, 0.3, 1.4, 7.7, -2.2, 11.6, 95.0, -3.0, 97.0
#41 Cn1ncc2c1ncn1nc(COc3ccc4ccccc4c3)nc21
→ -3.6, 1.9, 0.4, 11.7, 0.3, -2.7, 101.0, 2.0, 102.0
#42 CC(=O)N1N=C(c2ccccc2)CC1c1ccccc1 (centres undefined)
→ 0.4, -4.2, -15.9, -12.4, -1.0, 13.5, 110.0, 10.0, 103.0
#43 CC(=O)Nc1cc(C(=O)O)ccc1S(=O)(=O)c1ccc(Cl)cc1
→ -4.7, -7.0, -3.2, -9.2, 0.7, 19.0, 94.0, -3.0, 103.0
#44 CC(=O)N1c2ccc(S(=O)(=O)NCCC(=O)NC3CCCC(C)C3C)cc2CC1C (centres undefined)
→ 2.4, -7.2, -37.5, 1.7, 0.5, -20.0, 97.0, 0.0, 96.0
#45 CC(C)/C=C1\CCc2c([nH]c3ccccc23)C1=O
→ -11.6, -5.3, -12.4, -4.9, 0.7, 9.9, 97.0, 1.0, 105.0
#46 Cc1ccc(C(=O)NN2C(=O)C3C(C2=O)C2C=CC3C23CC3)cc1 (centres undefined)
→ -13.2, -4.7, -1.6, -1.2, -1.2, 7.0, 98.0, -7.0, 104.0
#47 CC(C)c1ccc(/C=N/n2c(-c3ccccc3)n[nH]c2=S)cc1
→ 13.3, 3.2, -30.7, -5.4, 4.5, -2.8, 104.0, 1.0, 106.0
#48 COCCn1c(-c2ccccc2)nc2oc3cc(OC)ccc3c(=O)c2c1=O
→ 0.2, -3.1, -6.9, 20.9, -4.7, 2.8, 89.0, -2.0, 81.0
#49 COc1cccc(CNC(=O)CCC2CCCN(C(=O)c3ccc(OC)c(F)c3)C2)c1 (centres undefined)
→ -0.7, 4.0, -30.2, -4.5, 2.3, 38.9, 96.0, -7.0, 105.0
#50 Oc1c(N=NC(=S)Nc2ccccc2F)c2ccccc2n1Cc1ccccc1
→ 7.0, 5.1, -2.0, 9.0, -2.3, -5.3, 94.0, -6.0, 100.0
#51 O=[n+]1c2c(n([O-])c3c1CCCC3)CCCCC2
→ -2.4, 5.6, 1.2, -3.7, 0.5, 10.6, 96.0, -1.0, 102.0
#52 CCn1c(-c2ccc3ncccc3c2)n[nH]c1=S
→ -1.8, -5.0, -4.2, -0.1, -1.6, 5.0, 75.0, -13.0, 76.0
#53 COc1ccc2[nH]c(=O)c(CN(Cc3ccco3)C(=O)c3ccccc3)cc2c1
→ 2.3, 2.2, -10.1, 17.4, 15.2, 26.1, 112.0, 16.0, 109.0

These rows are one share of the data, so the mix of outcomes need not match the whole.
